NS5 inhibitors: Dengue-2 NS5 methyltransferase inhibitors, primary screen, biochemical, confirmation dose response (AID 588689). Dengue-2 NS5 methyltransferase capping enzyme assay, biochemical; higher % means a stronger effect. hit rate 0.3% among 340,000. one-dose inhibition, % at 25 µM; IC50 in µM for titrated hits; in the data active = a potency from the dose series; inconclusive = inhibition above about 29% without an active follow-up result
GPR35 antagonists: GPR35 antagonists blocking zaprinast-driven arrestin recruitment, primary screen, imaging, U2OS, beta-arrestin-GFP, zaprinast agonist (AID 2058) | inhibition, % at 10 µM; hits with a dose series show IC50 in µM | U2OS GPR35 beta-arrestin-GFP translocation imaging, zaprinast antagonism; higher % means a stronger effect | hit rate 0.052% among 290,000;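 active = inhibition of at least 50% with at least 30 cells and total cytoplasm GFP at most 10,000,000; inconclusive = under 30 cells or total GFP of 10,000,000 plus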
RSV CPE inhibition: inhibition of RSV-induced cytopathic effect – HEp-2 cells, primary 10 µM value included (AID 2391); HEp-2 cells, RSV-induced CPE inhibition; higher % means a stronger effect; CPE inhibition, % at 10 µM, or IC50 in µM where a hit was titrated; hit rate 0.13% among 310,000; in the data active = a potency from the dose series; inconclusive = CPE inhibition mostly from about 23% at the one dose, without a potency; inactive = the rest, 99 in 100 with CPE inhibition below about 21%; also: strong numbers were not always called active
UTI89 phage lysis: protection from phage-mediated lysis, alamar blue read-out – E. coli UTI89, K1F phage, bacterial capsule biogenesis inhibitors (AID 488966). E. coli UTI89 K1F phage lysis, alamar blue, 2 h; higher % means a stronger effect. inhibition, % at 100 µM, or IC50 in µM where a hit was titrated. hit rate 0.02% among 340,000;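 active = phage lysis inhibition, versus mean bacterial control, above a set limit; inconclusive = no clear call, values can overlap the other calls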;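 also: capsule biogenesis inhibitors block K1F phage lysis so surviving cells raise fluorescence; higher fluorescence means more inhibition of phage lysis; actives were called in the ten point dose series up to 300 µM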
Autophagy HCS: alters autophagy in cells | MEF GFP-LC3 puncta imaging; test concentration mostly 10 µM | calls only at 10 µM (by protocol) | hit rate 0.98% among 190,000;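 active = percentage of spot-positive cells more than 3 SD above its plate mean, without a fluorescence outlier flag or 80% toxicity; inconclusive = no clear call, values can overlap the other calls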;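 also: spot-positive cell cutoff set from DMSO-treated cells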
WT yeast gro inh: growth inhibition of WT yeast, mitochondrial fusion screen; AID 1362; inhibition, % at 10 µM; hit rate 2.1% among 190,000; mitochondrial fusion phenotypic screen, WT strain; in the data active = inhibition above about 58%; tested in S. cerevisiae
NTR1 ag: NTR1-driven beta-arrestin-GFP spot formation – imaging, U2OS cells, high content, primary screen (AID 493036). P30989. agonist mode. activation, % at 20 µM. hit rate 0.17% among 330,000;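 active = activation at or above 40% of the spot to cytoplasm intensity ratio, with at least 20 cells analyzed; inconclusive = wells under 20 cells, flagged as cytotoxic or low count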;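 also: 0% = DMSO without peptide and 100% = 100 nM NTR1 peptide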
Target sequence (P30989 whole entry, looked up): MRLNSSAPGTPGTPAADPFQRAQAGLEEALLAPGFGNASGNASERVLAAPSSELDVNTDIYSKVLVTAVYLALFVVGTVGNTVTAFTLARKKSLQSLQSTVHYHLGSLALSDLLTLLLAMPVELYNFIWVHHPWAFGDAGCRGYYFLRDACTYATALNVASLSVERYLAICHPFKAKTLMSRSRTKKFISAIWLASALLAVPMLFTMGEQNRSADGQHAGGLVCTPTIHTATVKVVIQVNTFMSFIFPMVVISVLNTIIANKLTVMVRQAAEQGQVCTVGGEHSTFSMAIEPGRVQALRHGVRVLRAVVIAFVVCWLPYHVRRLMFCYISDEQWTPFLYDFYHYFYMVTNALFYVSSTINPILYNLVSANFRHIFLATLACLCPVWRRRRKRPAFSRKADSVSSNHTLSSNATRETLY
LYP inhibition: inhibitors of LYP phosphatase, biochemical, fluorescence intensity, uHTS (AID 1779); recombinant LYP phosphatase, fluorescence intensity; higher % means a stronger effect; one-dose inhibition, % at 11.5 µM; IC50 in µM for titrated hits; hit rate 0.054% among 290,000; in the data active = inhibition above about 50%;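 also: plate controls were vehicle with enzyme for no effect and no enzyme for full effect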
AID2073: inhibitors of Mint1-CaV2.2 protein interaction, biochemical, HTRF (AID 2073) | HTRF protein-protein interaction, Mint1-CaV2.2; higher % means a stronger effect | inhibition, % at 20 µM; hits with a dose series show IC50 in µM | hit rate 0.19% among 290,000; in the data active = inhibition mostly above about 51%, no sharp cut-off; inconclusive = no clear call, values can overlap the other calls; inactive = mostly below about 53%; also: some results filed as inactive read as strong as hits
WT yeast gro inh mutant strain: further read-out of WT yeast gro inh, marked with its call; inhibition, %; mitochondrial fusion phenotypic screen, mutant strain inhibition
Autophagy HCS cell loss 18 h: second read-out of Autophagy HCS, no call of its own (marks repeat the call); toxicity, %; measured here: cell loss, nuclei count;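 cell loss after 18 h compound exposure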
NTR1 ag cell count 20 µM: further read-out of NTR1 ag, marked with its call; cell count; measured here: cell count, cytotoxicity flag
NS5 inhibitors pilot replicate: also measured in NS5 inhibitors; calls as there; inhibition, %; measured here: pilot screen replicate inhibition
* = called active by the depositor; i = inactive; u = inconclusive; x = not tested or not shown; & = joins results of further samples; [ ] = another dose, or the depositor's remark.

SMILES	NS5 inhibitors	GPR35 antagonists	RSV CPE inhibition	UTI89 phage lysis	Autophagy HCS	Autophagy HCS cell loss 18 h	WT yeast gro inh	WT yeast gro inh mutant strain	NTR1 ag	NTR1 ag cell count 20 µM	LYP inhibition	AID2073	others
N#C/C(=C\c1ccc(F)cc1)c1n[nH]c(Cn2cncn2)n1	9%	-4%	-0.6%	0.1%	i	1	-10	-25	1.2	48	-3%	-2%
CC(=O)N[C@@H](Cc1c[nH]c2ccccc12)C(=O)OCc1ccc(C#N)cc1	-2%	1%	-1.2%	-0.1%	x	x	x	x	-0.1	47	-4%	8%
CCCC(c1nnnn1C(C)(C)C)N1CCN(c2ccccc2)CC1 (stereo not given)	-1%	3%	2.6%	-1.5%	i	11	2	23	-0.1	39	-8%	14%
O=C(c1cc(C2CC2)nc2ccccc12)N1N=C(C(F)F)CC1(O)C(F)F (stereo not given)	-2%	1%	6.9%	0.3%	i	-1	-4	-6	2.0	83	-2%	7%	NS5 inhibitors pilot replicate=-1.5
CCCc1cc(C(=O)Nc2nccs2)cs1	-7%	14%	2.8%	-0.8%	i	2	30	40	-0.8	71	-1%	1%
COc1ccccc1OC(=O)CCc1nc2ccccc2s1	-2%	4%	2.0%	-0.1%	i	2	18	7	-0.5	35	1%	22%
CCc1ccc(C(=O)/C=C/Nc2ccc(S(=O)(=O)Nc3cnc4ccccc4n3)cc2)cc1	u	6%	0.7%	1.1%&0.4%	x	x	x	x	2.2	60	-10%	8%
CCn1c(=O)c(=O)[nH]c2c(=O)oc3ccc(S(=O)(=O)Nc4ccccc4)cc3c21	-9%	-12%	1.6%	0.1%	x	x	x	x	0.1	65	-10%	4%
CN1C(C)(C)CC(=NOC(=O)c2ccccc2)CC1(C)C	-2%	-5%	-0.1%	6.4%	i	-17	13	8	-0.3	93	-13%	-3%
COCCCN(C(=S)Nc1cccc(Cl)c1)C(C)c1ccncc1 (stereo not given)	-2%	1%	5.6%	4.3%	i	8	-20	8	0.8	54	8%	-20%
NC(=O)N/N=C1\CCS(=O)(=O)c2ccc(F)cc21	2%	3%	0.6%	-0.2%	x	x	x	x	-2.0	76	-7%	7%
CCOC(=O)N1CCN(C(=O)CN(C)S(=O)(=O)c2ccc(OC)c(OC)c2)CC1	5%	5%	0.8%	0.4%	i	-1	-20	-11	1.0	61	-10%	0%
CN(C)CCNc1nc(-c2ccccc2)c2c(c1C#N)CC(C)(C)OC2	-2%	-22%	-1.3%	-0.2%	i	-3	-16	-16	0.3	33	-7%	-3%
CC(C)c1nnc(NC(=O)CCC(=O)NCc2ccc3c(c2)OCO3)s1	17%	9%	-1.2%	0.9%	i	-11	17	5	0.8	43	0%	6%
Cc1cc(C)cc(NC(=O)COC(=O)c2cccc(S(=O)(=O)N3CCCCC3)c2)c1	-9%	x	0.3%	0.1%[50 µM]	x	x	x	x	0.9	58	x	x
CC1(c2ccc(Cl)cc2)NC(=O)N(CC(=O)N2CCc3ccccc3C2)C1=O (stereo not given)	5%	x	1.3%	0.5%[50 µM]	x	x	x	x	-1.5	56	x	x
CC1=C(C)CS(=O)N(S(=O)(=O)c2ccc(Cl)cc2)C1 (stereo not given)	-30%	-5%	1.5%	-1.4%	i	-2	22	18	1.2	25	4%	31µM*
CC1CCc2c(sc3ncnc(SCC(=O)Nc4ccc(C(=O)O)cc4)c23)C1 (stereo not given)	-5%	-16%	6.9%	-0.2%	x	x	x	x	-0.9	54	-3%	10%
Cc1ccccc1C(=O)Nc1cccc(NC(=O)c2ccc(F)cc2)c1	-3%	14%	15%	0.2%	x	x	x	x	-1.4	84	-3%	13%
CN(C)c1oc(-c2ccccc2Cl)nc1P(=O)(c1ccccc1)c1ccccc1	2%	-14%	3.5%	-1.3%	i	-43	40	8	2.6	57	6%	4%
COCc1cc(=O)[nH]c2c1c(-c1ccccc1)nn2C	2%	-4%	2.0%	1.0%	x	x	x	x	-1.4	41	-9%	13%
CCOC(=O)c1[nH]c2ccc(OC)cc2c1NC(=O)c1ccc2c(c1)OCO2	-9%	0%	1.1%	-0.4%	i	13	-10	-9	3.2	77	1%	8%
Cc1ccc2nc(SCC(=O)Nc3c(F)cccc3F)[nH]c2c1	-5%	2%	3.0%	0.8%	i	-2	-17	-14	-0.1	48	-6%	3%
CN1CCN(C(=O)CSc2ccc(Cl)cc2)CC1	-10%	9%	-0.2%	-0.3%	i	20	-3	-7	-0.9	36	-5%	-1%
Cc1cc(C)n(-c2ccc(C(=O)N3CCC(CO)(Cc4ccccc4)CC3)cc2)n1	-5%	17%	11%	-0.1%	i	-13	1	-4	1.6	49	-6%	-22%

Next section, overlapping the part above by five compounds.
SMILES	NS5 inhibitors	GPR35 antagonists	RSV CPE inhibition	UTI89 phage lysis	Autophagy HCS	Autophagy HCS cell loss 18 h	WT yeast gro inh	WT yeast gro inh mutant strain	NTR1 ag	NTR1 ag cell count 20 µM	LYP inhibition	AID2073	others
COCc1cc(=O)[nH]c2c1c(-c1ccccc1)nn2C	2%	-4%	2.0%	1.0%	x	x	x	x	-1.4	41	-9%	13%
CCOC(=O)c1[nH]c2ccc(OC)cc2c1NC(=O)c1ccc2c(c1)OCO2	-9%	0%	1.1%	-0.4%	i	13	-10	-9	3.2	77	1%	8%
Cc1ccc2nc(SCC(=O)Nc3c(F)cccc3F)[nH]c2c1	-5%	2%	3.0%	0.8%	i	-2	-17	-14	-0.1	48	-6%	3%
CN1CCN(C(=O)CSc2ccc(Cl)cc2)CC1	-10%	9%	-0.2%	-0.3%	i	20	-3	-7	-0.9	36	-5%	-1%
Cc1cc(C)n(-c2ccc(C(=O)N3CCC(CO)(Cc4ccccc4)CC3)cc2)n1	-5%	17%	11%	-0.1%	i	-13	1	-4	1.6	49	-6%	-22%
COC(=O)C1=C(C)NC(C)=C(C(=O)OC)C1c1ccc(NC(C)=O)cc1	-1%	8%	0.3%	0.2%	i	-4	-9	-4	0.6	44	0%	15%
CC(C)Cn1c(SCC#N)nc2ccccc2c1=O	-3%	14%	0.6%	-0.2%	i	7	-4	6	-1.4	62	-10%	-4%
COc1cc(Cl)c(S(=O)(=O)NCCN2CCOCC2)cc1Cl	4%	-1%	0.2%	0.8%[50 µM]	i	5	-3	-10	-0.3	59	-6%	-3%
C#CCOCCOCCOCCNc1nc(N2CCN(C(=O)[C@H]([C@@H](C)O)n3cc(CCCCN)nn3)CC2)nc(N2CCN(C(=O)[C@H](Cc3ccc(O)cc3)n3cc(CCO)nn3)CC2)n1	-8%	-5%	0.1%	1.4%	i	-7	-13	-19	0.1	94	-8%	-2%
O=C(CCN1C(=O)/C(=C\c2ccccc2)SC1=S)NNC(=O)c1cccnc1	-3%	-11%	0.6%	0.3%	i	-7	-10	4	3.2	84	-3%	2%
Fc1cccc(Cl)c1COc1ccc(-c2nnco2)cc1	3%	-2%	6.2%	-0.7%	x	x	x	x	-0.5	40	-2%	11%
CCOC(=O)N1CCC(N2C(=O)c3ccc(C(=O)NCCC(C)C)cc3C2=O)CC1	-1%	-5%	0.5%	-0.9%[50 µM]	x	x	x	x	0.7	72	-4%	2%
CCCN(C(=O)CCNC(=O)Cn1cnc2ccccc2c1=O)c1cccc(Cl)c1	-3%	1%	1.1%	0.1%	x	x	x	x	2.4	50	-11%	7%
Cc1ccccc1NC(=O)Nc1ccccc1C(=O)NCc1ccccc1	x	-1%	3.2%	0.3%	i	-8	6	10	0.6	58	1%	7%
CC(=O)C1=C(O)C(=O)N(Cc2ccccc2)C1c1ccc(N(C)C)cc1 (stereo not given)	-5%	-4%	u	0.3%	x	x	x	x	-0.1	72	-3%	-3%	NS5 inhibitors pilot replicate=-5.5
O=C(/C=C/c1cccc([N+](=O)[O-])c1)N1CCN(Cc2ccccc2)CC1	2%	1%	0.7%	0.1%	x	x	x	x	-0.4	46	-1%	11%
CC(C)C(C)(C#N)NC(=O)CSc1nc2scc(-c3ccco3)c2c(=O)n1-c1ccccc1 (stereo not given)	-7%	-5%	2.8%	-1.0%	x	x	15	16	-1.8	95	11%	40%
Cc1csc2ncc(C(=O)Nc3cccc(C(F)(F)F)c3)c(=O)n12	-3%	4%	0.6%	0.0%	x	x	x	x	4.8	85	1%	11%
Cc1ccc(C(=O)OCC(=O)NCc2ccco2)s1	-1%	10%	0.3%	0.1%	i	14	3	-3	-0.6	105	-1%	40%
COC(=O)c1cc(Cl)c(NC(=O)c2cc3ccccc3o2)cc1OC	-5%	2%	0.8%	2.5%	i	-3	29	7	1.7	37	3%	14%
COc1cccc(CN2CCN(C(=O)CC(C)C)CC2)c1	4%	16%	1.1%	0.8%	i	-5	-12	8	-0.5	35	-1%	4%
O=C(Cc1cccs1)NC(c1ccccc1)c1ccccc1	1%	0%	1.1%	-1.2%	i	16	7	14	-0.4	77	-2%	0%
Cc1ccc(NCc2nnc(SCCN3CCCCC3)n2CC2CCCO2)c(C)c1 (stereo not given)	-5%	-19%	-1.1%	0.3%	i	3	24	2	-2.5	84	-13%	-9%
CC(C)CSc1nnc(N)s1	-4%	8%	2.2%	0.2%	i	-36	14	20	0.6	78	-2%	6%
Cc1cc(C)n(-c2nc(NCCCN(C)C)c3c4c(sc3n2)CCCC4)n1	x	16%	0.1%	x	x	x	x	x	2.0	38	-9%	-16%
Fc1c(F)c(-n2nnc3ccccc32)c(F)c(F)c1Cl	7%	16%	2.9%	0.3%	x	x	x	x	0.1	57	-9%	10%
COc1cc2cc(C(c3nnnn3C(C)(C)C)N3CCc4ccccc4C3)c(=O)[nH]c2cc1OC (stereo not given)	1%	-5%	1.9%	4.8%	i	-6	-1	-3	2.0	71	0%	12%
CC(C)(C)c1ccc(C(=O)Nc2ccc(C(=O)N3CCOCC3)cc2)cc1	2%	-24%	8.4%	-0.1%	x	x	x	x	4.4	66	-6%	15%
CC1CC(C)CN(c2ccc(NS(=O)(=O)c3ccccc3)cc2C(=O)O)C1 (stereo not given)	-6%	-12%	0.6%	1.4%[50 µM]	x	x	x	x	0.2	55	-6%	4%
CCOC(=O)c1ccc(CNC(=O)CSc2nnc(-c3ccncc3)o2)cc1	3%	-14%	0.6%	-0.1%	i	6	15	5	2.4	44	-7%	-2%
Cn1c(SCC(=O)NCCc2ccccc2)ncc(C(=O)Nc2ccc(F)cc2)c1=O	-4%	x	-1.2%	1.2%[50 µM]	x	x	x	x	0.0	94	x	x

Screening results from PubChem.
